# hgDAF12 agonist: agonists of H. glycines DAF-12 nuclear receptor | actives 1.8% (n = 370,000) | HEK293 GAL4-hgDAF12 UAS-luciferase reporter, agonist luminescence; normalized to butyrate control | AID 687014 | activation, % at 6.8 µM;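 active = activation above a cutoff set at the mean of all screened compounds plus 3 SD, cut at about 10% in these data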;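 also: 0% = DMSO wells and 100% = sodium butyrate wells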
# ssDAF12 agonist: activators of S. stercoralis DAF-12 nuclear receptor. activation, % at 6.8 µM. actives 1% (n = 370,000). HEK293 ssDAF-12/GRIP1 lit1-tk-luc reporter, luminescence; % of 3 µM dafachronic acid response. AID 652126;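 active = activation above the mean over all tested compounds plus 3 SD, cut at about 0.9% in these data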;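 also: 0% = DMSO-only wells and 100% = 3 µM delta7-dafachronic acid wells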
# SMARCA2 act: SMARCA2 function activation, primary screen. MG213 cells, MMTV-luciferase reporter, dexamethasone, overnight. activation, % at 9.1 µM. actives 1% (n = 370,000). AID 652017; in the data active = activation above about 7.8%;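 also: 0% = vehicle wells and 100% = reference activator wells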
# sPLA2-III inh: Blocks human group III sPLA2 activity | Q9NZ20 | QFRET BODIPY PC-A2 liposome hydrolysis, fluorescence | inhibition, % at 12.2 µM | actives 0.56% (n = 370,000) | AID 743126;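 active = inhibition above mean plus 3 SD of compounds lying within the high and low control bounds, cut at about 19% in these data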;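 also: 0% = median of test compound wells and 100% = no enzyme DMSO wells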
# Target sequence (Q9NZ20 whole entry, looked up): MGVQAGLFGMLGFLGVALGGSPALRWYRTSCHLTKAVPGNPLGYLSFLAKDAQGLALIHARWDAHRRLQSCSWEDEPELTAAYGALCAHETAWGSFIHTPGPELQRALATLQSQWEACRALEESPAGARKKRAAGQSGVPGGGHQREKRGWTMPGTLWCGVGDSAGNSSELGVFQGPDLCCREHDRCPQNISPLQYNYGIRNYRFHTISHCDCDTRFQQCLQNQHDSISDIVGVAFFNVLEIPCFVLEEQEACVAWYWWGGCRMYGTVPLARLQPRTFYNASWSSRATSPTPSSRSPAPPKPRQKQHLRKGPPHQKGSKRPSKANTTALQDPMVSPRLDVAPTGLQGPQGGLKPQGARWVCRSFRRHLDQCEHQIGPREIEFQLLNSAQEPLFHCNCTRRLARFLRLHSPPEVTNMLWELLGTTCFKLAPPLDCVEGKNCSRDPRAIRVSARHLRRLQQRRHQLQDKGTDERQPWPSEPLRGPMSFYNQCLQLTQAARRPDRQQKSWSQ
# DAX1 inh-1: NR0B1 (DAX1) inhibition; inhibition, % at 6.75 µM; P51843; HEK293 Gal4-DAX1 luciferase reporter, luminescence; actives 0.99% (n = 340,000); AID 504766;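 active = inhibition above the mean over all tested compounds plus 3 SD, cut at about 4.2% in these data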;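 also: 0% = DAX1-transfected cells with DMSO and 100% = empty-vector control cells with DMSO; inhibition shows as a rise in luminescence from relieved DAX1 repression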
# Target sequence (P51843 207-470 limits assumed): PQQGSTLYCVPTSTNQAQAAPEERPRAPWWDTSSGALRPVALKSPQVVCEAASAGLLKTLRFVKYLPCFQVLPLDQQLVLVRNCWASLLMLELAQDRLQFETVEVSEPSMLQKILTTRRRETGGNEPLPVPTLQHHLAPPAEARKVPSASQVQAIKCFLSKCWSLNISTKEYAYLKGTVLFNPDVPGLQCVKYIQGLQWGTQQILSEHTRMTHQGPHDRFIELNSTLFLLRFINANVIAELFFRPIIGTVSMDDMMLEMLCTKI
# GC-A act: GC-A (human) enzyme activation | HEK293 GC-A cells, cGMP TR-FRET, EC30 ANP; 0% at EC30 ANP, 100% saturating ANP | P16066 | activation, % at 10 µM | actives 0.14% (n = 370,000); in the data active = activation above about 40%
# hcDAF12 agonist: H. contortus DAF-12 activation, primary screen. HEK293 hcDAF-12 lit1-tk-luc reporter, luminescence; 0% DMSO, 100% Δ7-dafachronic acid. activation, % at 6.8 µM. actives 1.4% (n = 370,000);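 active = activation above the mean of all tested compounds plus 3 SD, cut at about 5.5% in these data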;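 also: 100% = response to 3 µM Δ7-dafachronic acid high control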
# GAA850 FXN act: frataxin GAA850 promoter activation; HEK293 lucGAA850 FXN promoter luciferase reporter, 24 h; percent of 10 µM SAHA response; activation, % at 6 µM; actives 0.56% (n = 360,000);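 active = activation above the average of all compounds screened plus 3 SD, cutoff fixed separately per campaign, cut at about 7.5% in these data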;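 also: 0% = DMSO wells and 100% = 10 µM SAHA wells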
# NPR2 activator: GC-B (human) receptor activation; P20594; HEK293-GC-B cells, CNP EC30, cGMP TR-FRET; 0% at EC30 CNP, 100% saturating CNP; activation, % at 10 µM; actives 0.11% (n = 370,000);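 active = activation at 10 µM reaching about 35% in either raw or pattern-adjusted values, limit read from the data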
# KLK7 zymogen act: proKLK7 (human) activation, primary screen | P49862 | purified proKLK7, EDANS-DABCYL substrate fluorescence; 100% is mature enzyme control, 0% vehicle | activation, % at 7 µM | actives 0.9% (n = 370,000);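 active = activation above the mean of all tested compounds plus 3 SD, computed per campaign excluding outliers beyond control limits, cut at about 13% in these data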
# Target sequence (P49862 whole entry, looked up): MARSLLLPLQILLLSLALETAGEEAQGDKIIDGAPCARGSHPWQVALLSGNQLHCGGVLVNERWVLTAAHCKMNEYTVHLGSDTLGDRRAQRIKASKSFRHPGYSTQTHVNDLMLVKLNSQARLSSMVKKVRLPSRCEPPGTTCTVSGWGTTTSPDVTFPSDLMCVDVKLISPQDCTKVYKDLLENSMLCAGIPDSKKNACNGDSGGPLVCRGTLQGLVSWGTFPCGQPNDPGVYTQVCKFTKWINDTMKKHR
# DAX1 inh-2: DAX1 (NR0B1) inhibition, primary screen; HEK293T StAR-luciferase reporter, SF-1/DAX-1 repression relief; inhibition, % at 6.8 µM; actives 1.1% (n = 370,000); AID 652010;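 active = inhibition above the mean over all tested compounds plus 3 SD, cut at about 3.6% in these data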;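 also: 0% = DAX-1 cells with DMSO and 100% = cells lacking DAX-1 with DMSO; higher inhibition means more luminescence from relief of DAX-1 repression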
# Starred values were filed as active, the others as inactive; . = not tested or not shown; & = joins results of further samples.
SMILES,hgDAF12 agonist,ssDAF12 agonist,SMARCA2 act,sPLA2-III inh,DAX1 inh-1,GC-A act,hcDAF12 agonist,GAA850 FXN act,NPR2 activator,KLK7 zymogen act,DAX1 inh-2
COC(=O)c1cc2c(c3c4cc(C)ccc4n(S(=O)(=O)c4ccc(OC)cc4)c13)C(=O)N(C)C2,2.1,0.6,-4,4,.,-5,0.2,.,7,-1.8,-1.5
CS(=O)(=O)N1CCCC(C(=O)NCCCN2CCc3ccccc3C2)C1 (stereo not given),3.7,-0.3,4,-2,0.4,2,1.1,2.2,2,-0.3,1.1
Cc1nc2oc(C(=O)c3ccc(Br)cc3)c(N)c2c2c1COC(C)(C)C2,-0.7,-0.9,-1,3,1.2,2,-0.1,3.5,-4,0.0,1.0
CCCCC(CCC(=O)Nc1ccn(-c2ccccc2)n1)C(=O)O (stereo not given),-0.5,-1.1,4,-1,1.6,0,-1.4,1.7,3,0.4,-0.7
COC(=O)Nc1ccc(S(=O)(=O)N2CCC(C(=O)NCc3ccc4c(c3)OCO4)CC2)cc1,-2.3,-0.7,-4,-1,1.0,-3,-0.4,0.3,-1,0.5,0.2
CCOC(=O)[C@H]1[C@H]2COc3ccccc3[C@@H]2N2C(=O)[C@@H](CO)NC(=O)[C@@]12C,0.6,-0.9,1,-2,0.7,2,-1.2,0.9,2,0.0,-0.7
CC(=O)Nc1ccc(S(=O)(=O)N2CCN=C2SCc2ccc(F)cc2)cc1,-3.5,-1.3,-1,-17,-0.2,-2,-2.5,0.0,3,0.4,-2.3
C/C(CC1CC(C)(C)OC1=O)=N/Nc1nc(-c2ccccc2)cs1 (stereo not given),-0.5,0.6,1,3,-0.2,21,4.8,4.1,2,0.2,-1.5
COc1ccc2[nH]c(C(=O)O)c(CCN3C(=O)c4ccc(C(=O)O)cc4C3=O)c2c1,1.5,-0.7,1,0,-0.5,-3,1.1,2.2,6,-0.1,0.8
O=C1CCN(Cc2ccc([N+](=O)[O-])cc2)CCN1[C@H](CO)c1ccccc1,2.4,-0.9,2,1,-0.8,1,-0.2,-1.1,-8,0.3,0.1
CCN(C(=O)Nc1cccc2ccccc12)c1ccccc1,-0.4,-0.2,-3,9,0.3,-11,1.7,1.1,-3,-18,-1.2
O=C(Nc1cccnc1)c1cc2cc(Br)ccc2o1,14*,0.0,6,-6,6.6*,6,5.1,2.1,1,-0.8,2.3

# Record cards, as listed above:
# O=C1CCN(Cc2ccc([N+](=O)[O-])cc2)CCN1[C@H](CO)c1ccccc1 reads hgDAF12 agonist = 2.4; ssDAF12 agonist = -0.9; SMARCA2 act = 2; sPLA2-III inh = 1; DAX1 inh-1 = -0.8; GC-A act = 1; hcDAF12 agonist = -0.2; GAA850 FXN act = -1.1; NPR2 activator = -8; KLK7 zymogen act = 0.3; DAX1 inh-2 = 0.1
# COC(=O)Nc1ccc(S(=O)(=O)N2CCC(C(=O)NCc3ccc4c(c3)OCO4)CC2)cc1 reads hgDAF12 agonist = -2.3; ssDAF12 agonist = -0.7; SMARCA2 act = -4; sPLA2-III inh = -1; DAX1 inh-1 = 1.0; GC-A act = -3; hcDAF12 agonist = -0.4; GAA850 FXN act = 0.3; NPR2 activator = -1; KLK7 zymogen act = 0.5; DAX1 inh-2 = 0.2

# Later entries
SMILES,hgDAF12 agonist,ssDAF12 agonist,SMARCA2 act,sPLA2-III inh,DAX1 inh-1,GC-A act,hcDAF12 agonist,GAA850 FXN act,NPR2 activator,KLK7 zymogen act,DAX1 inh-2
O=C(CCC(=O)N1CCN(c2ccc(F)cc2)CC1)N1CCN(c2ccc(F)cc2)CC1,-2.9,-2.2,-4,0,-2.6,5,-3.9,-1.4,5,-0.1,-1.3
COc1ccc(NC(=S)Nc2ccc(N(C)C(C)=O)cc2)cc1,0.2,-1.8,-3,11,-2.0,6,0.6,-1.2,0,-0.6,0.2
Cc1cc(SCC(N)=O)nc(SCC(=O)c2ccccc2)n1,2.9,-1.6,-1,-11,-0.3,2,-1.6,-0.1,0,0.4,-0.8
CC1C(=O)N2CCCc3cc(S(=O)(=O)N4CCN(c5cccc(Cl)c5)CC4)cc1c32 (stereo not given),0.4,-1.7,-5,-46,-1.8,-1,-0.8,-0.7,1,-0.3,0.4
Cc1cc(C)nc(N/N=C/C=C/c2ccccc2)n1,1.1,-0.5,3,1,-0.5,-3,-1.7,1.1,1,0.1,0.6
CC(Oc1ccc2c(-c3ccccc3)cc(=O)oc2c1)C(=O)NCC1CCC(C(=O)O)CC1 (stereo not given),1.1&-3.9,-1.3&-1.4,2&-2,-1&3,2.0&1.8,-6&1,1.3&-1.5,-0.1&0.5,3&-6,0.0&-0.2,-0.1&-0.4
Cn1c(SCC(N)=O)nnc1C1CCN(C(=O)NCc2ccccc2)CC1,-0.5,-1.3,-2,4,1.0,4,-0.2,2.6,2,-0.1,-0.1
CCOCc1nnc(NC(=O)c2c(OC)cccc2OC)s1,-1.6,-1.1,0,-1,1.0,-1,0.8,1.1,5,0.4,0.1
C/C=C/c1ccc(OCCOc2ccc(C=O)cc2)c(OC)c1,1.1,-1.1,2,-21,0.0,3,-2.6,4.6,0,-0.1,-0.8
O=S(=O)(NCc1ccc2c(c1)OCO2)c1ccc2oc3ccccc3c2c1,2.2,-1.6,1,-31,-0.2,-2,-1.2,1.2,-1,-0.2,-1.3
CCOC(=O)c1c(NCC2CCCO2)c2ccccc2[nH]c1=O (stereo not given),-0.5,-1.4,-2,1,1.5,-7,-0.6,-2.3,-2,0.4,-0.2
COc1ccc(CCn2c(-c3cc([N+](=O)[O-])cc([N+](=O)[O-])c3)nc3nc4ccccc4nc32)cc1,-2.7,-1.3,0,6,0.2,-5,-1.1,2.1,-3,0.1,-0.4
O=C(c1ccc(F)cc1)N1CCCC(c2nc(-c3ccncc3)no2)C1 (stereo not given),-2.7,-0.9,0,-1,-1.9,-2,-0.7,-0.3,-2,0.1,-0.7
COCCCNc1nc(N)c([N+](=O)[O-])c(NCC2CCCO2)n1 (stereo not given),-0.2,-1.1,-2,9,0.2,6,-1.1,3.0,1,0.8,0.6
O=C1c2ccccc2NC(c2cn[nH]c2-c2ccccc2)N1O (stereo not given),1.2,0.1,0,-15,1.1,-1,2.1,1.7,6,-0.4,0.8
COc1ccc(OC)c(-c2nnc3n2N=C(c2ccc(OC)c(OC4CCOC4)c2)CS3)c1 (stereo not given),-3.0,-1.8,6,-2,-1.0,9,-4.2,-1.2,10,0.1,4.9*
COCCNC(=S)NNc1ccc(Cl)c(C(=O)O)c1,-1.0,-1.2,-2,-2,-1.4,0,0.1,-0.1,-2,-0.1,0.9
Cc1ccc(S(=O)(=O)NC(C)(C)CSc2ncccn2)cc1,0.8,-1.7,2,-2,-0.4,6,-1.5,0.5,0,0.8,-1.1
CN(Cc1cccc2ncccc12)C(=O)CC1C(=O)NCCN1Cc1ccc(F)cc1 (stereo not given),2.7,-0.2,-3,12,-0.2,-2,-1.2,3.2,-5,-0.5,-0.1
O=C(Cn1cnc2ccccc2c1=O)Nc1ccc(N2CCOCC2)cc1,0.0,-1.6,-1,3,1.0,5,-1.0,2.0,0,0.2,1.0
Cc1cc(N2CCOCC2)n2ncc(-c3ccccc3Cl)c2n1,18*,0.4,5,8,4.0,-5,6.9*,5.3,-10,0.5,2.7
Cc1nn(CC(=O)NCCc2ccc(Cl)cc2Cl)c(C)c1[N+](=O)[O-],-4.2,-1.2,0,-4,-2.1,-8,-1.4,0.9,-5,0.1,-0.7
CC(C)(C)CCN1C[C@@H]2C(CNC(=O)c3cc(Cl)cc(Cl)c3)[C@@H]2C1 (stereo not given in full),4.7,-1.3,.,-5,.,-3,-1.3,.,-6,.,.
Cc1c(C(=O)OCC[N+]2(C)CCCCC2)oc2ccccc12,3.5,-1.0,-4,6,-0.1,4,-0.2,0.5,2,-0.9,0.5
Cc1nn(C)cc1S(=O)(=O)Nc1ccccc1Br,-0.2,-0.5,1,3,-0.4,3,1.1,-0.5,-1,-0.7,1.8
COc1ccccc1C1CC(=O)Nc2cc3c(cc21)OCCO3 (stereo not given),-3.3,-1.6,-3,2,-0.6,-5,0.0,-0.3,-6,1.0,-1.8
O=C(CN1CCc2onc(-c3ccc(-n4cc(C5=CCCCC5)nn4)cc3)c2C1=O)N1CCOCC1,-1.3,-1.4,-3,-2,.,5,-1.6,.,0,0.6,-2.1
O=C(O)C(c1ccccc1)C1(O)CCCC1 (stereo not given),-1.3,-0.5,-2,9,1.7,1,1.1,-1.1,-3,-0.3,0.0
CCOC1CCCc2oc(-c3ccc(N(C)C)cc3)c(C(=O)OC)c21 (stereo not given),2.0,-1.3,-1,16,.,6,-0.6,.,-6,-14,-1.1
CCOc1ccccc1-n1c(COc2ccccc2)nnc1SCC(N)=O,-0.2,-1.5,0,0,0.1,-2,-1.2,0.6,-6,-0.4,-0.2
Cc1ccc(CN2CCN(CCC(C)C)C(CCO)C2)s1 (stereo not given),-0.1,-1.3,-1,7,-1.2,-5,0.3,1.2,-3,0.2,-0.2
CCOC(=O)c1sc(NC(=O)CCCCl)nc1C,0.9,-0.9,-2,-2,0.9,-1,0.2,2.1,-2,-0.6,0.1
Cc1oncc1C(=O)Nc1cccc2ccccc12,3.3,-0.7,-2,2,0.0,-1,-2.3,2.5,1,-1.1,-0.1
O=C(CCl)Nc1cn(-c2ccccc2)nc1-c1ccc(F)cc1,-4.2,-2.6,1,-3,-1.6,-3,0.2,1.1,-2,-0.3,-2.7

# Reprinted at random: five records from the list, in no set order.
SMILES,hgDAF12 agonist,ssDAF12 agonist,SMARCA2 act,sPLA2-III inh,DAX1 inh-1,GC-A act,hcDAF12 agonist,GAA850 FXN act,NPR2 activator,KLK7 zymogen act,DAX1 inh-2
COc1ccc2[nH]c(C(=O)O)c(CCN3C(=O)c4ccc(C(=O)O)cc4C3=O)c2c1,1.5,-0.7,1,0,-0.5,-3,1.1,2.2,6,-0.1,0.8
COC(=O)c1cc2c(c3c4cc(C)ccc4n(S(=O)(=O)c4ccc(OC)cc4)c13)C(=O)N(C)C2,2.1,0.6,-4,4,.,-5,0.2,.,7,-1.8,-1.5
Cc1nn(C)cc1S(=O)(=O)Nc1ccccc1Br,-0.2,-0.5,1,3,-0.4,3,1.1,-0.5,-1,-0.7,1.8
CCOC(=O)c1c(NCC2CCCO2)c2ccccc2[nH]c1=O (stereo not given),-0.5,-1.4,-2,1,1.5,-7,-0.6,-2.3,-2,0.4,-0.2
Cc1cc(N2CCOCC2)n2ncc(-c3ccccc3Cl)c2n1,18*,0.4,5,8,4.0,-5,6.9*,5.3,-10,0.5,2.7

# Printed as active in DAX1 inh-2 (from the list above):
Structure | ssDAF12 agonist | SMARCA2 act | sPLA2-III inh | DAX1 inh-1 | GC-A act | hcDAF12 agonist | NPR2 activator | KLK7 zymogen act | DAX1 inh-2
COc1ccc(OC)c(-c2nnc3n2N=C(c2ccc(OC)c(OC4CCOC4)c2)CS3)c1 (stereo not given) | -1.8 | 6 | -2 | -1.0 | 9 | -4.2 | 10 | 0.1 | 4.9*

# Compound activity from PubChem.
